# PI4K2A block: PI4K2A (human) kinase inhibition; Q9BTU6; activity change, negative = inhibition, % at 76.9 µM; purified PI4K2A, ADP-Glo luminescence, 1 h; hits give low values; 420,000 tested, 0.13% active; in the data active = activity change below about -50%; inconclusive = mostly about -30% to -49%;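 also: -100% = wells without enzyme as full effect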
# Target sequence (Q9BTU6 whole entry, looked up): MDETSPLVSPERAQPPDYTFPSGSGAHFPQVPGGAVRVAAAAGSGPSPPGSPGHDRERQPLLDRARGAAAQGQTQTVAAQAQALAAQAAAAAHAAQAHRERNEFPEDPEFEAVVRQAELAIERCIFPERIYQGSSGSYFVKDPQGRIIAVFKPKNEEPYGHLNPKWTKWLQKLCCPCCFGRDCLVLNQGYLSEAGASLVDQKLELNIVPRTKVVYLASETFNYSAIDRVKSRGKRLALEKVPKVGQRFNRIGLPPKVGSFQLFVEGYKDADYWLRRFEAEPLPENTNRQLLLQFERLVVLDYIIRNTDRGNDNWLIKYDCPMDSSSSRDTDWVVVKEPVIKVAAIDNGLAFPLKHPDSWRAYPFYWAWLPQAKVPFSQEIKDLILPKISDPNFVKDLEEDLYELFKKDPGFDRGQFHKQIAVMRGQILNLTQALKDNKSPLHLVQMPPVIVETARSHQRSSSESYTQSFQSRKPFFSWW
#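 PI4K2A activity was measured by ADP-Glo luminescence: enzyme (4 ug/mL stock) and phosphatidylinositol (1.2 mM stock) in Tris pH 7.5/MgCl2/EGTA/Triton X-100 buffer were reacted with ATP (300 microM stock) for one hour at ambient temperature.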
# USP1-UAF1 inh: USP1/UAF1 (human) deubiquitinase inhibition; O94782; recombinant USP1/UAF1, Ub-Rhodamine cleavage fluorescence; Potency, µM (doses to about 57.1 µM), inactives show at the top dose activity change, negative = inhibition, actives largely listed as inhibitors; 390,000 tested, 0.23% active; also: potency is read from the fitted curve at half-maximal effect; % is scaled to controls: 0 for no effect and ±100 for the full control effect; nearly all actives have a fitted effect of over 60% in size; inactives centre near -12
#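 1 nM enzyme complex + cpd, 15 min RT; start with Ub-Rho 150nM final; kinetic fluorescence ex 480/em 540, 6 reads q60 s. Buffer 50mM HEPES pH 7.8, 0.5mM EDTA, 0.1 mg/ml BSA, 1mM TCEP, 0.01% Tween-20.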
# TrxR1 substrate: is turned over as a substrate by rat TrxR1; 390,000 tested, 0.01% active; O89049; purified TrxR1 substrate turnover, NADPH consumption readout; Potency, µM (highest dose often 114 µM), inactives show top-dose activity change, negative = substrate turnover; also: potency is read from the fitted curve at half-maximal effect; % is scaled to controls: 0 for no effect and ±100 for the full control effect; nearly all actives have a fitted effect of over 50% in size
#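 Rat TrxR1, dispensed at 90 nM, was prereduced with 400 uM NADPH (final) for 5 min at ~22 deg C, then incubated with compound 15 min before 400 uM selenite. A first-read NADPH fluorescence drop versus no-compound background flagged substrates.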
# HP1b chromo inh: HP1-beta chromodomain-methylated histone interaction inhibition. AlphaScreen HP1-beta / biotin-H3K9me3 peptide binding. Potency, µM (titrated, usually from 114 µM), without a hit: at the highest dose activity change, negative = inhibition, most hits filed as inhibitors. 390,000 tested, 0.56% active; also: potency is read from the fitted curve at half-maximal effect; nearly all actives have a fitted effect of over 70% in size; inactives centre near 23
# Target sequence (P83916 whole entry, looked up): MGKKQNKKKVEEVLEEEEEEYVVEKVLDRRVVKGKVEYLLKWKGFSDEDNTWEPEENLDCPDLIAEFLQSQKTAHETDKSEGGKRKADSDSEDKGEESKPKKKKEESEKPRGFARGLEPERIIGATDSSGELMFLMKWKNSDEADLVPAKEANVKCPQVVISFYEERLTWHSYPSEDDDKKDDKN
#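 HP1-beta protein (50 nM final) preincubated 30 min at room temperature with biotinylated H3(1-18)K9me3 peptide (50 nM) in PBS pH 7.4, 0.01% Tween-20, then compound added for 30 min. AlphaScreen streptavidin donor/nickel chelate acceptor beads (10 ug/mL final), 30 min dark, luminescence read.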
# GLS inhibitor: blocks human kidney-isoform glutaminase activity. GLS enzymatic activity, qHTS titration. Potency, µM (highest dose often 45.5 µM), without a hit: top-dose activity change, negative = inhibition, actives largely listed as inhibitors. 410,000 tested, 0.21% active. O94925; also: potency is read from the fitted curve at half-maximal effect; % is scaled to controls: 0 for no effect and ±100 for the full control effect
#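 hKGA in 45 mM KH2PO4 pH 8.2, 0.02% Tween-20 with pin-transferred compounds; 1 mM L-glutamine (stock) plus glutamate oxidase/HRP/Amplex Red coupling added. Fluorescence read initially and after 30 min at RT.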
# mIDH1 inhibitor: inhibitors of human mutant IDH1 R132H | O75874 | 390,000 tested, 0.093% active | AID 602179 | Potency, µM (doses to about 76.6 µM), inactives show at the highest dose activity change, negative = inhibition, usual class: inhibitors | IDH1-R132H enzyme, NADPH consumption, diaphorase/resazurin fluorescence; also: potency is read from the fitted curve at half-maximal effect; % is scaled to controls: 0 for no effect and ±100 for the full control effect; nearly all actives have a fitted effect of over 65% in size
#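 IDH1-R132H (0.5 ug/mL) preincubated 30 min with compound, then NADPH (0.016 mM) and alpha-KG (2 mM) added; 80 min at RT, pH 7.5. Remaining NADPH coupled via diaphorase/resazurin to fluorescence (540/590 nm); concentration-response curves normalized to no-enzyme control.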
# rTrxR1 inhibitor: inhibitors of rat thioredoxin reductase 1. O89049. recombinant rTrxR1, NADPH fluorescence consumption, selenite substrate. Potency, µM (top dose mostly 114 µM), inactives show at the top dose activity change, negative = inhibition, most hits filed as inhibitors. 390,000 tested, 1% active; also: potency is read from the fitted curve at half-maximal effect; % is scaled to controls: 0 for no effect and ±100 for the full control effect; nearly all actives have a fitted effect of over 65% in size
#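 Rat TrxR1 (90 nM in the dispensed reagent) was pre-reduced with 400 uM NADPH for 5 min at room temperature, then incubated with compound for 15 min. After 400 uM selenite was added, NADPH fluorescence (Ex 340/Em 450 nm) was followed for 8 min.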
# Tb PGK inh: inhibitors of T. brucei phosphoglycerate kinase | P07378 | PGK/GAPDH coupled, Kinase-Glo luminescence, 60 min | Potency, µM (titrated, usually from 57.5 µM), inactives show top-dose activity change, negative = inhibition, actives largely listed as inhibitors | 380,000 tested, 0.043% active | AID 602233; also: potency is read from the fitted curve at half-maximal effect; % is scaled to controls: 0 for no effect and ±100 for the full control effect; nearly all actives have a fitted effect of over 60% in size
#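 Luminescent ATP detection (Kinase-Glo Plus) follows a 60-minute room-temperature incubation, with wells lacking PGK as controls. Buffer: 100 mM TEA (pH 7.6), 5 mM MgCl2, 0.01% Tween-20. Coupling enzyme GAPDH (100 nM final) supplies unstable 1,3-BPG in-well.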
# Pin1 inhibitor: blocks the human prolyl isomerase Pin1; 390,000 tested, 0.009% active; Pin1 FP peptide displacement, HiFluor488, 10 min; AID 504891; Potency, µM (top dose mostly 115 µM), inactives show top-dose activity, negative = inhibition, hits mostly inhibitors; Q13526; active = well fitted inhibition curve with a large enough effect in the polarisation, with a control signal flat, not every such curve was filed as active; inconclusive = small, poorly fitted or top-dose-only effect, or effect the other way, or a change in a side signal; inactive = no such curve, though single readings can be large or run the other way; the % refers to the polarisation; also: potency is read from the fitted curve at half-maximal effect; % is scaled to controls: 0 for no effect and ±100 for the full control effect
# Target sequence (Q13526 whole entry, looked up): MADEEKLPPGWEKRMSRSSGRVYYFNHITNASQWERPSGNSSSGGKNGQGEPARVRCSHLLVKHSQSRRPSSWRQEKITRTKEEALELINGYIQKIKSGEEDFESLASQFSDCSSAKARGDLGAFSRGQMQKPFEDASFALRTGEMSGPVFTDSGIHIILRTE
# * marks the source's active call; other numbers are inactive results; i = inactive; ? = inconclusive; · = not tested or not shown; [ ] = remark or other dose. Unless noted, calls follow the shape of the dose curve; as a rule, active = well fitted curve in the direction sought with a large enough effect; inconclusive = small, poorly fitted or top-dose-only effect, or another doubt; inactive = no such curve, though single readings can be large; an effect the other way counts as inactive or inconclusive. This is a subset; count on the stated rates, not on these rows.
entry	structure	PI4K2A block	USP1-UAF1 inh	TrxR1 substrate	HP1b chromo inh	GLS inhibitor
1	CCOc1cccc(Nc2nn(-c3ccc(OC(F)(F)F)cc3)nc2C(C)=O)c1	-3.6	-5.6%	-0.5%	38.9%	-9.2%
2	CC(C)(O)CCCC(C)(O)c1ccc(C(=O)O)cc1O (centres undefined)	-0.4	10.1%	-5.8%	-4.2%	?
3	COc1cc(/C=C2/NC(=O)NC2=O)cc(Br)c1OCc1cccc(C(=O)O)c1	-0.9	-17.9%	-1.7%[57.1 µM]	18.6%	7.8%
4	CCc1ccnc(NS(=O)(=O)c2ccc3c(c2)CCO3)c1	-5.3	-22.4%	9.1%	44.4%[activator]	0.3%
5	CCOc1ccccc1NC(=S)N1CCN(c2ccccc2F)CC1	2.8	-19.0%	-6.2%	37.5%	19.7%
6	CCOC(=O)c1c(-c2cccc([N+](=O)[O-])c2)csc1NC(=O)CCCOc1ccccc1OC	-13.4	-23.8%	-14.0%	?	3.2%
7	COC(=O)[C@H]1C[C@@]2(O)CN(S(=O)(=O)c3ccc(C)cc3)C[C@@]2(OC(=O)NCc2ccco2)C[C@H]1C(=O)OC	3.9	-10.5%	·	·	-2.2%
8	N#Cc1cccc(NC(=O)CCc2ccc(S(=O)(=O)N3CCOCC3)cc2)c1	1.8	-15.4%	-3.6%	10.0%	1.5%
9	CCCCC[C@@H]1C=C(C(=O)O)[C@H](c2ccc(Cl)cc2)N1S(=O)(=O)c1ccc(C)cc1	2.5	-26.0%	-1.5%	35.4%	2.1%
10	Cc1cccc(C(=O)NC(=S)NCc2cccnc2)c1	0.9	-16.3%	10.0%	33.9%	-6.3%
11	O=c1c(Cc2ccc(Cl)cc2)c(O)ccn1Cc1ccncc1	7.2	-13.4%	-6.1%	32.8%	-6.6%
12	Cc1cccc(NC(=O)C2CC(=O)OC23CCCC3)c1 (centres undefined)	-3.0	-6.3%	1.8%	30.7%	0.2%
13	OCCSc1nc(-c2ccccc2)nc2c1CCC2	-0.2	-16.4%	-1.3%	2.2%	-0.2%
14	COc1ccccc1N1CCN(CCCN2CC(=O)N3CCCCC3C2=O)CC1 (centres undefined)	3.5	-4.7%	-16.8%	35.1%	31.6%[activator]
15	Cc1c(C(c2cccc([N+](=O)[O-])c2O)c2c(C)n(C)n(-c3ccccc3)c2=O)c(=O)n(-c2ccccc2)n1C	6.0	-21.6%	-2.6%	36.4%	-1.9%

entry	mIDH1 inhibitor	rTrxR1 inhibitor	Tb PGK inh	Pin1 inhibitor
1	14.0%	15.9%	i	-7.7%
2	-9.0%	-19.5%	-12.9%	·
3	0.0%	-3.7%[57.1 µM]	i	-8.6%
4	5.9%	20.8%	-5.8%	-2.5%
5	0.0%	-3.4%	i	-5.5%
6	3.0%	-18.0%	-7.2%	11.2%
7	10.6%	·	-1.1%	·
8	4.5%	-8.7%	-9.2%	-5.6%
9	-15.3%	-6.8%	-5.5%	-14.8%
10	2.4%	12.3%	-12.6%	0.3%
11	-2.4%	0.5%	-0.2%	2.8%
12	2.8%	-5.2%	?	-12.7%
13	5.3%	18.1%	-2.4%	1.0%
14	0.0%	-31.6%	8.6%	-2.4%
15	7.3%	11.5%	-0.8%	-1.8%

# Three compounds out of the list above, sorted by the number in Pin1 inhibitor, highest first.
No. | molecule | PI4K2A block | USP1-UAF1 inh | TrxR1 substrate | HP1b chromo inh | GLS inhibitor | rTrxR1 inhibitor | Tb PGK inh | Pin1 inhibitor
11 | O=c1c(Cc2ccc(Cl)cc2)c(O)ccn1Cc1ccncc1 | 7.2 | -13.4% | -6.1% | 32.8% | -6.6% | 0.5% | -0.2% | 2.8%
8 | N#Cc1cccc(NC(=O)CCc2ccc(S(=O)(=O)N3CCOCC3)cc2)c1 | 1.8 | -15.4% | -3.6% | 10.0% | 1.5% | -8.7% | -9.2% | -5.6%
9 | CCCCC[C@@H]1C=C(C(=O)O)[C@H](c2ccc(Cl)cc2)N1S(=O)(=O)c1ccc(C)cc1 | 2.5 | -26.0% | -1.5% | 35.4% | 2.1% | -6.8% | -5.5% | -14.8%

# Returning to the listing; the four compounds before the break are reprinted first.
entry	structure	PI4K2A block	USP1-UAF1 inh	TrxR1 substrate	HP1b chromo inh	GLS inhibitor
12	Cc1cccc(NC(=O)C2CC(=O)OC23CCCC3)c1 (centres undefined)	-3.0	-6.3%	1.8%	30.7%	0.2%
13	OCCSc1nc(-c2ccccc2)nc2c1CCC2	-0.2	-16.4%	-1.3%	2.2%	-0.2%
14	COc1ccccc1N1CCN(CCCN2CC(=O)N3CCCCC3C2=O)CC1 (centres undefined)	3.5	-4.7%	-16.8%	35.1%	31.6%[activator]
15	Cc1c(C(c2cccc([N+](=O)[O-])c2O)c2c(C)n(C)n(-c3ccccc3)c2=O)c(=O)n(-c2ccccc2)n1C	6.0	-21.6%	-2.6%	36.4%	-1.9%
16	COCCNC(=O)c1cccc(OC2CCN(Cc3ccccc3OCCO)CC2)c1	-5.5	-8.1%	12.6%	5.1%	-8.7%
17	Cc1cc(NC(=O)COC(=O)Cn2c(C)csc2=O)ccc1Br	1.2	-9.3%	-12.6%	5.4%	-3.5%
18	CS(=O)(=O)N(CC(=O)N1CCN(Cc2ccc3c(c2)OCO3)CC1)c1ccc2c(c1)OCO2	-5.2	-3.9%	1.5%	-2.1%	-0.9%
19	C=CC[N+](C)(C)CCN1C(=O)C2C(c3ccccc3)C=CC(c3ccccc3)C2C1=O (centres undefined)	-0.2	-16.4%	-5.1%[57.1 µM]	43.2%[activator]	-1.0%
20	Cc1nc2c(cnn2CCO)c(=O)[nH]1	-7.9	9.8%	5.5%	-2.3%	-18.5%
21	N#Cc1nc(-c2ccccc2)oc1N1CCCCC1	-7.2	0.9%	173.6%[activator]	-19.0%	6.8%
22	CCOc1ccc2[nH]c(=O)c(CN(CCO)C(=O)c3ccc(Br)cc3)cc2c1	4.0	11.1%	2.6%	13.5%	7.1%
23	COc1ccc(/C=C/c2c([N+](=O)[O-])c(=O)n(C)c(=O)n2C)cc1	-0.1	-14.9%	-8.9%[57.1 µM]	16.8%	-10.1%
24	Oc1c(Br)cc(Br)cc1C=Nc1ccc2c(c1)OCCO2	-12.2	?	2.0%[57.1 µM]	49.7%[activator]	24.4%
25	CSc1nnnn1-c1c(C)cc(C)cc1C	0.6	-20.5%	5.6%[57.1 µM]	34.8%	1.7%
26	CN1CCN(c2ccccc2NC(=O)c2ccccc2F)CC1	0.7	1.4%	-3.4%	2.3%	2.3%
27	O=c1[nH]c(=S)ccn1C1OC(CO)C(O)C1O (centres undefined)	-2.0	?	-9.3%	10.6%	10.2%
28	O=C(c1ccccc1)c1cc([N+](=O)[O-])ccc1N1CCOCC1	1.0	-15.8%	-2.9%[57.1 µM]	-12.9%	4.7%
29	CCC(C)[C@H](NC(=O)N1CCN(C)CC1)C(=O)OC (some centres undefined)	-0.2	-14.1%	-3.7%	41.2%[activator]	3.6%
30	COc1ccc(Cl)cc1NC(=O)CN(C)C(=O)c1cccc(-n2cnnn2)c1	-0.1	3.7%	-5.6%	31.3%	-0.5%
31	Cc1ccc([N+](=O)[O-])c(C(=O)Nc2cccnc2Cl)c1	-0.1	0.1%	7.5%	35.3%	-0.5%
32	COc1ccc(C2(O)CN(c3ccccc3)C3=[N+]2CCS3)cc1OC (centres undefined)	-5.4	-17.4%	9.1%[57.1 µM]	27.6%	-11.9%

entry	mIDH1 inhibitor	rTrxR1 inhibitor	Tb PGK inh	Pin1 inhibitor
12	2.8%	-5.2%	?	-12.7%
13	5.3%	18.1%	-2.4%	1.0%
14	0.0%	-31.6%	8.6%	-2.4%
15	7.3%	11.5%	-0.8%	-1.8%
16	6.4%	36.6%[activator]	-2.3%	-2.2%
17	-0.6%	-4.2%	i	1.4%
18	-2.8%	8.2%	-11.9%	-3.5%
19	-0.4%	-5.4%[57.1 µM]	-9.6%	-7.7%
20	-5.2%	29.1%	-0.9%	-6.5%
21	2.5%	139.5%[activator]	-6.1%	-3.8%
22	0.7%	-5.3%	7.4%	7.7%
23	7.2%	21.6%[57.1 µM]	i	-5.5%
24	-3.1%	16.6%[57.1 µM]	7.8%	?
25	2.1%	13.9%[57.1 µM]	1.6%	1.2%
26	-4.8%	1.7%	5.9%	1.4%
27	-8.8%	-27.9%	0.2%	-3.4%
28	19.5%	-11.2%[57.1 µM]	-6.3%	0.2%
29	0.4%	-3.5%	-2.8%	-1.6%
30	-8.0%	15.4%	0.9%	-2.1%
31	-1.6%	30.6%	3.6%	-0.4%
32	2.5%	33.8%[57.1 µM]	13.2%	3.8%

# Source: PubChem BioAssay (National Center for Advancing Translational Sciences (NCATS))
